RXFP1 agonist = RXFP1 (human) receptor agonism | Q9HBX9 | HEK293T-RXFP1 cAMP TR-FRET, 30 min; response scale: percent of porcine relaxin response, buffer zero | Potency, µM (series often up to 57.5 µM), for inactives: at the top dose activation, hits mostly activators | hit rate 0.3% among 370,000; also: potency is read from the fitted curve at half-maximal effect; % is scaled to controls: 0 for no effect and ±100 for the full control effect; nearly all actives have a fitted effect of over 60% in size; many of its hits are not listed in these tables
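Agonist response is measured as cAMP accumulation in an RXFP1-transfected HEK293T line under PDE4 inhibition. Values are scaled between buffer-only and 29 nM porcine relaxin, and EC50s come from standard Hill equation fits.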
GRP78 ERSR act = inducers of ER stress response in human glioma cells; U87-MG GRP78 promoter luciferase reporter, 16 h; Potency, µM, inactives show at the highest dose activation, actives largely listed as activators; hit rate 0.02% among 420,000; AID 602332; also: potency is read from the fitted curve at half-maximal effect; series mostly up to about 76 µM; % of control where 0% means no effect; nearly all actives have a fitted effect of over 35% in size
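Stably transfected U87-MG human glioma cells carrying a GRP78-based luminescent sensor were seeded at 1000 cells/well, pin-dosed with compounds and incubated 16 h. Luciferase reagent was then added, and end-point luminescence was read after 10 min at room temperature.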
LDHA inh = LDHA (human) enzyme inhibition; purified LDHA, NADH/diaphorase-resazurin fluorescence; hits give low values; hit rate 0.15% among 480,000; activity change, % (values are at about 110 or 230 µM); in the data active = activity change below about -30%; inconclusive = mostly about -25% to -30%;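 also: plate controls were DMSO wells for no effect and wells without enzyme for full effect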
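LDH5 2 nM; NADH 0.06 mM, pyruvate 0.2 mM; 200 mM Tris pH 7.4, EDTA, Tween-20; 5 min RT. Detection: diaphorase 0.133 mg/mL + resazurin 37 µM, fluorescence ex540/em590 at 0 and 20 min; normalized to enzyme-free and DMSO wells.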
D1 agonist = activates the human D1 dopamine receptor. P21728. HEK293 T-REx D1 cells, calcium flux, agonist mode. activation, % at 2 µM. hit rate 1% among 360,000; in the data active = activation above about 30%; also: 0% is about no effect
Target sequence (P21728 whole entry, looked up): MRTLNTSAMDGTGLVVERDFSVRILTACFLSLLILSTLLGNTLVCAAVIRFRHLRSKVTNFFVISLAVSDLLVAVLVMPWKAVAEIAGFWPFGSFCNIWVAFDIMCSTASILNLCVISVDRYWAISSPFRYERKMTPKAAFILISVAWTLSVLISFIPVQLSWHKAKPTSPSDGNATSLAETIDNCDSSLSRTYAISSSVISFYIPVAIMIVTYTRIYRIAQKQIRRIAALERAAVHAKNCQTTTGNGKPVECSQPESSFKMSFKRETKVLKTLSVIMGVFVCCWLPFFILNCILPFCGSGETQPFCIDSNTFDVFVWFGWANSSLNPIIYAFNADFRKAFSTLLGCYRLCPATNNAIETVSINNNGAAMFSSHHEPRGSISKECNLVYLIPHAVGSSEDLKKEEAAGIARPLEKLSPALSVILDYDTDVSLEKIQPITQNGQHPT
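Inducible HEK293 T-REx D1 cells, force-coupled to calcium signalling, were plated at 4000 cells/well with tetracycline and held overnight at 30 C. After no-wash calcium dye loading, compound-evoked calcium rise over 180 s flagged agonists.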
D1 antagonist = antagonists of human D1 dopamine receptor. P21728. hit rate 3.2% among 360,000. HEK293 TREx D1 cells, calcium flux, dopamine EC80; hits give low values. AID 504652. activity change, negative = inhibition, % at 10 µM; in the data active = activity change below about -30%; also: % is scaled to controls: 0 for no effect and ±100 for the full control effect
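Inducible Hek293 Trex D1 cells (tetracycline, overnight, 30 C). Calcium dye 30–90 min RT. Antagonist mode: EC80 dopamine added after 180 s compound read.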
Vif-A3G inh = blocks the Vif interaction with human APOBEC3G; hit rate 0.076% among 410,000; AID 602310; Q9HC16; Potency, µM (doses to about 46.1 µM), without a hit: at the top dose activity, negative = active, most hits filed as inhibitors; HeLa A3G-eYFP + Vif (tagged APOBEC3G with the HIV-1 protein that degrades it), YFP fluorescence, overnight;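 also: potency is read from the fitted curve at half-maximal effect; % is scaled to controls: 0 for no effect and ±100 for the full control effect; nearly all actives have a fitted effect of over 60% in size; hits raise eYFP signal because A3G escapes Vif-driven loss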
Target sequence (Q9HC16 whole entry, looked up): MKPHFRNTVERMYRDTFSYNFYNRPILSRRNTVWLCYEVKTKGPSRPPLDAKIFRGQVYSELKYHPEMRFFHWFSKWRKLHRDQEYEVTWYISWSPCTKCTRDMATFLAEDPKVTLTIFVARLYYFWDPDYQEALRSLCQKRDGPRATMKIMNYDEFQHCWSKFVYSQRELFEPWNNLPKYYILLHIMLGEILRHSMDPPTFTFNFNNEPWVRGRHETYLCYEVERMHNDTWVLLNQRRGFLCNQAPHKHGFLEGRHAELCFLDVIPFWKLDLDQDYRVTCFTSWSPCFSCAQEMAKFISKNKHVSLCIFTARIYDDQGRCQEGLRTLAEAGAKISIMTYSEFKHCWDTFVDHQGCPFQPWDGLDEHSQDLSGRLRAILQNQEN
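HeLa cells stably expressing Vif and C-terminally eYFP-tagged A3G, seeded overnight at 37 deg C, then exposed to compound by pintool overnight at 37 deg C. Rise in yellow fluorescence (Ex 488/Em 500-530, Acumen) marks blocked Vif-driven A3G degradation.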
D2 PAM = D2 dopamine receptor (human) potentiation; HEK293 T-REx D2, calcium flux, EC20 dopamine potentiation; hit rate 0.34% among 340,000; AID 485347; potentiation, % at 10 µM; P14416;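 active = potentiation over 3 SD above the plate norm, cut at about 30% in these data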; also: 0% is about no effect
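Calcium flux readout, no-wash dye, 1 read/s. Inducible HEK293 Trex D2 line, overnight 30 C. Compound alone 180 s (agonist flags), then EC20 dopamine, another 180 s to score potentiation.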
Vif-A3F inh = inhibitors of Vif-A3F interaction; HeLa A3F-eYFP + Vif (tagged APOBEC3F with the HIV-1 protein that degrades it), YFP fluorescence increase; Potency, µM (series often up to 46.1 µM), inactives show at the highest dose activity, negative = active; hit rate 0.2% among 390,000; AID 602313; also: potency is read from the fitted curve at half-maximal effect; % of control where 0% means no effect; nearly all actives have a fitted effect of over 65% in size
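Fluorescence increase (Ex 488/Em 500-530) after overnight compound treatment at 37 deg C flags inhibition of Vif-driven A3F-eYFP loss in stable HeLa A3F-eYFP/Vif cells seeded overnight beforehand.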
D1 potentiator = enhances dopamine response at the human D1 receptor | HEK293 TREx D1 cells, calcium flux, dopamine EC20 potentiation | potentiation, % at 10 µM | hit rate 0.036% among 360,000; in the data active = potentiation above about 30%; also: 0% is about no effect
* = called active by the depositor; ? = inconclusive; / = not tested or not shown; & = joins results of further samples. Unless noted, calls follow the shape of the dose curve; as a rule, active = well fitted curve in the direction sought with a large enough effect; inconclusive = small, poorly fitted or top-dose-only effect, or another doubt; inactive = no such curve, though single readings can be large; an effect the other way counts as inactive or inconclusive.

SMILES	RXFP1 agonist	GRP78 ERSR act	LDHA inh	D1 agonist	D1 antagonist	Vif-A3G inh	D2 PAM	Vif-A3F inh	D1 potentiator
CC(=O)c1ccc(OC(=O)c2cc3ccccc3oc2=O)cc1	3.1%	/	-1	4	14	/	13	/	6
O=C(NCCc1ccc(Cl)cc1)c1ccc(NC2=NC3CS(=O)(=O)CC3S2)cc1 (centres undefined)	-0.1%	-3%	-22	6	2	-1%	9	1%	-2
Cc1sc2nc(CSCC(=O)N(C)c3ccccc3)[nH]c(=O)c2c1C	1.2%	-2%	0	3	8	-9%	0	-7%	-2
CCCC(=O)Nc1ccc2oc(-c3ccc(O)c(Br)c3)nc2c1	8.2%	5%	-3	4	-6	-9%	8	0%	0
Cc1cc(C(=O)Cn2nc(C(=O)O)c3ccccc3c2=O)c(C)n1-c1ccccc1	-0.3%	-6%	-7	4	5	2%	3	1%	2
Cc1cc(-c2ccc(S(=O)(=O)N3CCN(c4cccc(C)c4C)CC3)s2)on1	-0.5%	-6%	-3	0	-4	2%	-5	-8%	-8
CN(C(=O)CSc1nc2ccccc2n1C)C1CCS(=O)(=O)C1 (centres undefined)	0.8%	-2%	0	0	4	-1%	3	0%	-1
Cc1ccc(C)c(S(=O)(=O)N2CCN(C(=O)CCNS(=O)(=O)c3ccccc3)CC2)c1	-2.1%	-4%	-1	7	19	-2%	-18	1%	-6
CC1(NC(=O)NCCCCCCNC(=O)NC2(C)CCS(=O)(=O)C2)CCS(=O)(=O)C1 (centres undefined)	4.3%	-1%	-3	2	13	-1%	-2	1%	-1
CC1(C)[C@H]2CC[C@]1(C)[C@@H](OC(=O)C[N+]1(C)CCOCC1)C2	0.2%	-7%	-7	1	1	0%	1	-12%	-2
CCOc1ccc(C(=O)COC(=O)c2nn(CC)c(=O)c3ccccc23)cc1	-2.5%	-5%	-1&-3	3	10	-9%	3	-24%	-2
CCOc1ccccc1N=C1SC(CC(=O)Nc2ccc(OC)cc2OC)C(=O)N1CCC1=CCCCC1 (centres undefined)	1.7%	-3%	-3	-2	-8	1%	0	15%	-11
COC(=O)c1ccc(NC(=O)CSc2nc(N)c(NC(=O)c3ccc(Br)o3)c(=O)[nH]2)cc1	-0.1%	-2%	-10	2	-2	5%	2	-4%	17
COc1ccc(NC(=O)NCc2ccncc2)cc1	3.0%	-1%	-4	1	13	1%	-4	1%	-4
NC(=O)c1nsc(C(=O)N(CC(=O)NCc2ccc3c(c2)OCO3)C2CCCC2)c1N	-0.9%	-7%	-3	-1	-5	0%	10	-5%	2
CC1(C2CC2)NC(=O)N(CC(=O)NCC(=O)Nc2ccc(F)c(F)c2F)C1=O (centres undefined)	/	-6%	-2	/	/	-5%	/	0%	/
CC1CN(c2oc(-c3ccccc3Cl)nc2C#N)CC(C)O1 (centres undefined)	2.5%	-5%	-5	1	-7	-4%	0	3%	-1
Cc1[nH]ccc(=O)c1OCc1ccccc1	1.8%	-6%	0	3	2	0%	-4	8%	-8
O=C(CCNC(=O)N1CC(=O)Nc2ccccc21)NCCc1cccc(F)c1	-1.6%	3%	-1	3	5	0%	-1	-15%	-1
Nc1ccc(-c2cnc[nH]2)cc1[N+](=O)[O-]	-3.3%	1%	-9	1	-2	0%	3	10%	1
NS(=O)(=O)c1ccc(CCNC(=O)CSc2nc3ccsc3c(=O)n2CC2CCC(C(=O)O)CC2)cc1 (centres undefined)	3.3%	3%	1	1	-18	0%	/	-4%	-2
O=C(CCN1C(=O)c2ccc([N+](=O)[O-])cc2C1=O)Nc1ccccc1C(=O)O	0.9%	-3%	-6	3	9	-5%	-1	0%	-7
Cc1ccc2nc(-c3cccnc3)c(NC3CCCC3)n2c1	-0.6%	-2%	0	-1	12	2%	-5	6%	8
COc1ccc(NC(=O)Cc2nnc(SCC(=O)Nc3nccs3)n2C)cc1	2.0%	0%	-6	-1	3	1%	-8	?	-6
Oc1ccc(-c2nc3ccccc3nc2-c2ccc(O)cc2O)c(O)c1	/	-2%	-3	/	/	-5%	/	-4%	/
CCCCOc1ccc(CONS(=O)(=O)c2ccc(NC(C)=O)cc2)cc1Cl	3.6%	15%	5	136*	-11	5%	3	?	-6
Cc1cc(Br)ccc1NC(=O)C1CCCO1 (centres undefined)	-0.9%	0%	-14	1	-7	0%	-3	3%	-8
CS(=O)(=O)N1CCN(C/C=C/c2ccccc2)CC1	-0.8%	-6%	-2	2	-4	-4%	3	-15%	-8
N/C(=N/OCc1cccc([N+](=O)[O-])c1)c1nonc1N	-0.3%	1%	5	2	-1	0%	1	0%	-3
Cc1cccc(C(=O)N/N=C/c2ccc[nH]2)c1	4.0%	-1%	-8	0	6	1%	-8	-25%	-5
CCc1ccc(Cn2nnc(C(=O)Nc3cccc(C)c3)c2N)cc1	2.3%	-3%	-3	28	15	0%	8	-3%	/
CCC(C)N(C(=O)Cn1nnc(-c2ccc(F)cc2)n1)C1CCS(=O)(=O)C1 (centres undefined)	-4.0%	2%	1	0	-12	2%	-2	-4%	-11
COc1cccc(NC(=O)C2CCCN(S(=O)(=O)c3ccc4[nH]c(=O)ccc4c3)C2)c1 (centres undefined)	2.0%	-3%	-5	0	21	-1%	14	-11%	-2
Cc1nc(-c2ccc(Cl)cc2)sc1C1(C)CC(c2cccc([N+](=O)[O-])c2)=NO1 (centres undefined)	-2.4%	0%	-1	4	-17	-2%	18	2%	-3
Cc1cc(C)c2c(n1)SCC(=O)N2CC(=O)Nc1cccc(Cl)c1	-0.2%	0%	1	1	6	0%	3	3%	3
COc1ccccc1N1CCN(C2CCCN(Cc3ccc(Cl)cc3)C2)CC1 (centres undefined)	0.3%	-3%	-5	2	2	4%	-21	16%	-2
O=C(O)c1nc(-c2ccccc2)n(-c2ccc(Cl)cc2)n1	1.4%	-1%	-7	0	-13	-2%	-5	5%	-4
COCCOc1cc(COC)nc(-c2cccc(C)c2)n1	6.8%	-2%	-3	4	18	-1%	8	-4%	4
O=C(c1cc(-c2ccc(Cl)cc2)n(-c2ccc(Cl)cc2)n1)N1CCOCC1	2.3%	-7%	-3	0	20	-14%	9	1%	-1
O=C(NCc1ccc2c(c1)OCO2)c1cccc2c1C(=O)N(C1CCCCC1)C2	-0.3%	-4%	-3&-1	3	5	4%	-7	0%	2

Reformatted: results already given
Sequence of screens – RXFP1 agonist	GRP78 ERSR act	LDHA inh	D1 agonist	D1 antagonist	Vif-A3G inh	D2 PAM	Vif-A3F inh	D1 potentiator
- CCCCOc1ccc(CONS(=O)(=O)c2ccc(NC(C)=O)cc2)cc1Cl
→ 3.6%	15%	5	136*	-11	5%	3	?	-6
- Cc1cc(Br)ccc1NC(=O)C1CCCO1 (centres undefined)
→ -0.9%	0%	-14	1	-7	0%	-3	3%	-8
- CS(=O)(=O)N1CCN(C/C=C/c2ccccc2)CC1
→ -0.8%	-6%	-2	2	-4	-4%	3	-15%	-8
- N/C(=N/OCc1cccc([N+](=O)[O-])c1)c1nonc1N
→ -0.3%	1%	5	2	-1	0%	1	0%	-3
- Cc1cccc(C(=O)N/N=C/c2ccc[nH]2)c1
→ 4.0%	-1%	-8	0	6	1%	-8	-25%	-5
- CCc1ccc(Cn2nnc(C(=O)Nc3cccc(C)c3)c2N)cc1
→ 2.3%	-3%	-3	28	15	0%	8	-3%	/
- CCC(C)N(C(=O)Cn1nnc(-c2ccc(F)cc2)n1)C1CCS(=O)(=O)C1 (centres undefined)
→ -4.0%	2%	1	0	-12	2%	-2	-4%	-11
- COc1cccc(NC(=O)C2CCCN(S(=O)(=O)c3ccc4[nH]c(=O)ccc4c3)C2)c1 (centres undefined)
→ 2.0%	-3%	-5	0	21	-1%	14	-11%	-2
- Cc1nc(-c2ccc(Cl)cc2)sc1C1(C)CC(c2cccc([N+](=O)[O-])c2)=NO1 (centres undefined)
→ -2.4%	0%	-1	4	-17	-2%	18	2%	-3
- Cc1cc(C)c2c(n1)SCC(=O)N2CC(=O)Nc1cccc(Cl)c1
→ -0.2%	0%	1	1	6	0%	3	3%	3
- COc1ccccc1N1CCN(C2CCCN(Cc3ccc(Cl)cc3)C2)CC1 (centres undefined)
→ 0.3%	-3%	-5	2	2	4%	-21	16%	-2

Following part.
SMILES	RXFP1 agonist	GRP78 ERSR act	LDHA inh	D1 agonist	D1 antagonist	Vif-A3G inh	D2 PAM	Vif-A3F inh	D1 potentiator
Cc1ccccc1NC(=O)CSc1nnc2ccc(-c3cccnc3)nn12	2.8%	-1%	-7	1	-7	0%	2	?	-3
O=C(NCc1ccco1)c1cccc(S(=O)(=O)N2CCOCC2)c1	-0.8%	-1%	0	1	6	4%	5	-10%	-4
COc1ccc2cc(CNc3ccccc3)c(=O)n(CC(=O)Nc3ccc(C)cc3C)c2c1	22%	1%	-7	2	-3	-3%	0	6%	0
O=C(O)C1CCCCC1C(=O)NCCCN1CCCC1=O (centres undefined)	-1.0%	-2%	1	-2	-10	3%	11	7%	-3
COC(=O)CN1C(=O)[C@H]2[C@@H](/C=C/c3ccccc3)N3C(=O)CN(CCO)C(=O)[C@@]3(Cc3ccccc3)[C@H]2C1=O	0.3%	-3%	-5	1	-2	0%	-11	7%	-5
COc1ccc(/C=C/C(=O)OCCNC(=O)c2ccncc2)cc1OC	-0.1%	-4%	-6	3	1	1%	2	8%	1
C=CCn1ncc(OC)c(Cl)c1=O	-2.1%	-4%	-10	4	-26	-1%	-2	-17%	-4
Cc1cc(NC(=O)CCOc2ccc(F)cc2)no1	1.9%	1%	1	3	-1	1%	9	8%	-2
CC(=O)Nc1sc2c(c1-c1nc3ccccc3s1)CN(C(C)C)CC2	/	-5%	3	/	/	13µM*	/	10µM*	/
COc1ccccc1CNc1nc(C)c(C(=O)N(C)C)s1	2.0%	-4%	-1	3	-2	-1%	-5	-15%	-3
COc1cccc(CN2CCNC(=O)C2CC(=O)NCCN2CCCCC2=O)c1 (centres undefined)	1.0%	-2%	2	2	-2	1%	0	2%	2

A portion of the library; the hit share may differ from the screen's.
